Assay outcomes as filed in PubChem BioAssay.
MDM2 E3 inh – Mdm2 E3 ligase (human) inhibition. Q00987. cell-based MDM2 ubiquitination luciferase reporter, 2 h; 0 = plate control, 100 = twice control, blank-subtracted. signal enhancement, % at 5 µM. actives 0.11% (n = 210,000). AID 1230;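 active = signal enhancement of 30% or more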;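 also: luminescence tracks abundance of the self-degrading MDM2-luciferase fusion protein; higher signal means inhibition of MDM2 E3 ligase activity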
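Assay system: mammalian cells stably expressing self-ubiquitinating, self-degrading MDM2 E3–luciferase fusion. Quantity: 2000 cells in each well. Medium: DMEM culture medium. Compound dosing: single-point 5 µM. Timing: cell settling 4 h, compound treatment 2 h, both 37 °C. Technique: luciferase luminescence. Read-out basis: percent signal gain over controls, blank-subtracted. Benchmarks: plate controls and plate blanks.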
zVAD death inh – blocks zVAD induced death of L929 cells; AID 1377; actives 0.38% (n = 220,000); L929 zVAD necroptosis rescue, ATP luminescence, 24 h; with zVAD 60 µM; viability rescue, % at 10 µM;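 active = activation, scaled between plate controls, above about 75%, limit read from the data; inactive = activation under that limit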;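 also: 0% = zVAD with DMSO and 100% = DMSO alone without zVAD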
NCF1 inh – inhibitors of human p47phox binding; p47phox/p22phox peptide binding, fluorescence polarization, 2 h; actives 0.53% (n = 220,000); inhibition, % at 24.7 µM; P14598;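 active = inhibition above about 30%, limit read from the data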;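 also: 0% = p47phox with labelled peptide and 100% = labelled peptide alone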
EBV gp42 block – blocks Epstein-Barr virus glycoprotein 42 binding; Fluorescence polarization binding assay, mP read-out; Q1HVG2; actives 0.42% (n = 220,000); inhibition, % (tested at 21.74 µM); AID 1085; in the data active = inhibition above about 50%
Runt-CBFb FRET – inhibitors of human RUNX1 Runt domain binding to CBFb; Q01196+Q13951; inhibition, % at 20 µM; Cerulean-Runt/Venus-CBFb FRET ratio 530/480, 1 h; AID 1496; actives 0.46% (n = 220,000);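 active = inhibition over about 50% at 20 µM in the single-dose screen, limit read from the data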;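 also: 0% = DMSO wells and 100% = excess unlabeled CBFb competitor control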
Target sequence (Q01196 whole entry, looked up, the tested form may be a part): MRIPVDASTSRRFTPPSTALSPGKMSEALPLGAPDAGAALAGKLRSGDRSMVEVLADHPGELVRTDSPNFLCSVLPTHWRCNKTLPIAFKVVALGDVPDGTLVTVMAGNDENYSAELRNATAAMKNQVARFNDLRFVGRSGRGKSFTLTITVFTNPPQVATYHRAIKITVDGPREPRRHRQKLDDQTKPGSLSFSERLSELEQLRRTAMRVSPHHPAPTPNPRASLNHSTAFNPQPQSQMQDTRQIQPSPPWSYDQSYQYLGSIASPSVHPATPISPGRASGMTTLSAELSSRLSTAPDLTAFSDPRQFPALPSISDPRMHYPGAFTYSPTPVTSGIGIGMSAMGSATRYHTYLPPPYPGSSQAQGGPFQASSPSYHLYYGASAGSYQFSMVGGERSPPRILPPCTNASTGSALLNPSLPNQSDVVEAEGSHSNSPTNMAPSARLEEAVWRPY
Target sequence (Q13951 whole entry, looked up, the tested form may be a part): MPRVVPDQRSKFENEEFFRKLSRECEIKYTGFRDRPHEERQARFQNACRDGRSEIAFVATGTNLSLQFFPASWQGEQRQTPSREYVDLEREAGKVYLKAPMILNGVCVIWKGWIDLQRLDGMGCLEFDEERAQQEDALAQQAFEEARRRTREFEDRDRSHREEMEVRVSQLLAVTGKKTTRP
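Measured by: fluorescence energy transfer, 422 nm excitation, 530/480 nm emission; test system: Cerulean-tagged RUNX1 Runt domain (FRET donor) fusion protein; buffer or medium: Tris pH 7.5 buffer with BSA; compound: one dose, 20 µM compound, 1% DMSO; times: two 1 h room-temperature incubations shielded from light; benchmarks: unlabeled CBFb 5 µM, positive control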
Hck-Nef inh – inhibitors of human Hck kinase activated by Nef | AID 463187 | actives 0.68% (n = 220,000) | P08631 | inhibition, % at 20 µM | Recombinant Hck-YEEI plus Nef, Z-Lyte FRET kinase assay;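 active = Hck-Nef kinase inhibition above about 50%, limit read from the data; inactive = inhibition below that limit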;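 also: 0% = DMSO with Hck plus Nef and 100% = Hck alone without Nef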
TbHK1 inh – blocks Trypanosoma brucei hexokinase 1 activity | inhibition, % at 10 µM | AID 1430 | recombinant TbHK1, G6PDH-coupled NADH A340 | actives 0.11% (n = 220,000);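 active = inhibition of 50% or more in the single-dose primary screen; inactive = inhibition below 50%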
14-3-3 Bad inh – disrupts binding of bovine 14-3-3 zeta to phospho-Bad peptide; TR-FRET 14-3-3zeta/Dy647-pBad peptide displacement, 1 h; inhibition, % at 21.7 µM; AID 781; actives 0.71% (n = 220,000);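 active = inhibition above about 70%, limit read from the data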;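 also: 0% = full 14-3-3 plus peptide FRET controls and 100% = background without 14-3-3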
Target sequence (P63103 whole entry, looked up): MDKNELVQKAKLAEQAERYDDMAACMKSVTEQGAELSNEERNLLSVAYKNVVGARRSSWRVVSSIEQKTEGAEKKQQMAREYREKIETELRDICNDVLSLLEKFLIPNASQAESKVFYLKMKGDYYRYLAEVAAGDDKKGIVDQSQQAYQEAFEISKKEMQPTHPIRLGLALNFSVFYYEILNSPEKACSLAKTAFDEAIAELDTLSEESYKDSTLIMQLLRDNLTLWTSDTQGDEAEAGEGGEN
Runt-SMMHC FRET – Runt domain-CBFb-SMMHC interaction inhibition; Cerulean-Runt/Venus-CBFb-SMMHC FRET ratio 530/480, 1 h; Q01196+Q13951; actives 0.74% (n = 220,000); inhibition, % at 20 µM;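 active = mean inhibition across duplicate retests at 20 µM reaching about 50%, limit read from the data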;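 also: 0% = DMSO wells and 100% = wells with excess untagged CBFb-SMMHC; inhibitors lower the FRET ratio by blocking Runt binding to CBFb-SMMHC; some results filed as inactive read as strong as hits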
The depositor's hits bear a star; / = not tested or not shown; [ ] = dose if it differs, or a comment.

Values run as follows: MDM2 E3 inh	zVAD death inh	NCF1 inh	EBV gp42 block	Runt-CBFb FRET	Hck-Nef inh	TbHK1 inh	14-3-3 Bad inh	Runt-SMMHC FRET
> Cc1ccc(S(=O)(=O)ON2C(=O)c3ccccc3C2=O)c(C)c1
  10	0.1	-17	3	0	1	-13	13[fluorescence artefact?]	-2
> c1ccc2c(NCCCN3CCOCC3)c3ccccc3nc2c1
  -3	62	-1	-19	99*	18	2	-5	92*
> Cc1cc(C)n(-c2nc(-c3cccc(Cl)c3)cs2)n1
  4	1.8	-2	-6	-5	-1	-6	-1	-2
> CCCCCCCCNC(=O)/C(C#N)=C/c1ccc(SC)cc1
  3	/	-11	-20	-11	8	-11	-2	1
> O=C1CN(C(=O)CC2c3ccccc3-c3ccccc32)CC(=O)N1
  -2	-0.1	-7	-6	0	1	-2	-6	2
> COc1ccc(-c2nc(=S)c3ccc4ccccc4c3[nH]2)cc1
  -6	-0.4	-6	-8	2	7	-2	-13	-2
> CC(=O)Nc1ccc(S(=O)(=O)N2CCC(C(=O)O)CC2)cc1
  -4	1.1	-2	-6	-2	22	0	-8	1
> CCOC(=O)c1sc(=S)n(-c2ccccc2)c1SC
  3	0.7	0	-15	0	0	1	2	4
> Cc1cc(C)nc(N(C#N)Cc2ccccc2Cl)n1
  -8	-0.1	1	4	1	4	-3	7	1
> COc1ccc(CNC(=O)/C=C/c2ccc(OCCCF)cc2)cc1OC
  -7	0.2	-7	-14	-2	1	-6	-6[fluorescence artefact?]	-1
> O=C(NCC(=O)N(Cc1ccco1)C(C(=O)NC1CCCC1)c1cccnc1)c1ccco1 (stereo not given)
  /	-0.6	8	-10	/	-7	1	-9	/
> CCCN(CC1CC1)C(=S)Nc1ccc(Oc2ccccc2)cc1
  -6	-0.5	-10	-3	0	1	9	-2	1
> CCCCCCn1c(NCC)nc2c1c(=O)n(C)c(=O)n2C
  -18	1.0	2	0	-5	0	20	-5	-8
> Cc1cc(C)nc(SCCc2ccncc2)n1
  -6	6.0	3	-16	49	-4	-5	38[fluorescence artefact?]	23
> O=C(/C=C/c1cccc([N+](=O)[O-])c1)N1CCOCC1
  -2	0.8	-3	-14	3	-1	34	-8	-8
> O=c1[nH]c2cc(Br)cnc2nc1/C=C(\O)c1ccc(F)cc1
  9	-0.1	-59	-5	21	-3	-2	3	-19
> CCNCC(O)COCC(O)CNCC (stereo not given)
  0	0.7	-12	-31	1	1	12	4	-2
> COc1ccccc1C(=O)Oc1ccccc1C(=O)Nc1ccccc1
  -2	-0.4	/	-9	-2	1	-4	3	2
> CSc1nc(-c2ccccc2F)c(C#N)c(=O)n1C
  8	-0.2	4	10	0	-3	-10	-6	1
> Cc1ccc(N2C(=O)c3n[nH]c(C)c3C2c2ccco2)cc1 (stereo not given)
  -2	-0.6	46*	-14	0	9	7	-2	-3
> O=S(=O)(CCN1CCN(C(c2ccccc2)c2ccccc2)CC1)C(F)(F)F
  -12	0.0	2	-10	-4	0	-3	-2	4
> Cc1c(CCO)c(=O)n(C)n1C(=O)c1ccc(Cl)cc1
  -14	0.1	-12	-8	-2	0	5	23	2
> COc1ccc(NC(=O)N(CCN2CCCC2)Cc2cc3cc(OC)c(OC)cc3[nH]c2=O)cc1
  -10	0.6	-6	-28	-20	-9	-14	8	-36
> COc1ccc(/C(C)=N/NC(=O)Cn2nc([N+](=O)[O-])cc2C)cc1
  -59	0.8	-1	-18	3	7	-8	4	-7
> c1cc(-n2cnnn2)ccc1NC1=NCCC1
  4	-0.4	-9	-14	1	0	10	-4	1
> COC(=O)c1c(C)[nH]c(C(=O)/C=C/c2ccc(C)cc2)c1C
  -10	0.1	-11	-14	-3	21	-29	4	-6
> O=C1/C(=C/c2cccc(F)c2)CSc2sccc21
  14	0.3	-4	-4	1	-1	-1	5	3
> CC(=O)c1c(C)[nH]c(-c2ccccc2)nc1=S
  -12	0.0	-11	-6	5	-11	-9	-1	0
> Cc1cc(=S)[nH]c(=S)[nH]1
  -8	0.1	-15	-18	16	-6	-48	-9	-2
> Cc1cc(/C=C(/C#N)c2nc3ccccc3[nH]2)c(C)n1-c1ccccc1C(=O)O
  -19	0.0	-23	19	10	-21	-16	26	10
> Clc1ccc2[nH]cc(-c3nnnn3-c3ccc4ccccc4c3)c2c1
  -12	0.1	-38	-24	-1	0	-4	-17	4
> O=C(c1cccc(S(=O)(=O)Nc2cccc(C(F)(F)F)c2)c1)N1CCCCC1
  -11	0.7	-2	-12	-3	2	-6	5	1
> Cc1ccc(NC(=O)/C(=C\c2cccs2)NC(=O)c2ccccc2)cc1
  -9	0.4	-5	-35	2	2	8	-9	0
> CC(C)n1c(N2CCN(CC(=O)Nc3ccc4c(c3)OCCO4)CC2)nc2ccccc21
  -24	1.5	-3	-10	-5	-1	-4	-8[fluorescence artefact?]	-8
> COc1ccc(-c2cc(C(F)(F)F)n3nc(C(=O)N4CCCCC4)cc3n2)cc1
  -7	0.1	-11	-14	-9	3	-28	-6	1
> CCOc1ncccc1C(=O)OCC(=O)c1cc(OC)c(OC)c(OC)c1
  /	-0.1	-17	-11	1	24	-6	7	1
> CCC(=O)OCCCCCCOc1ccc(C(=O)O)cc1
  -10	-0.3	-9	-28	-1	0	-5	-1	-1
> COc1ccc(NC2=CC(=O)CC(c3ccccc3)C2)cc1 (stereo not given)
  -1	-1.3	11	3	0	15	-8	-2	-2
> COc1nc(OC)nc(N2CCC(NC(=O)C(Cc3ccc(C(C)C)cc3)NC(C)=O)CC2)n1 (stereo not given)
  -2	-0.2	-4	-12	1	1	-5	12	0
> O=C(NCc1ccco1)c1nn2c(C(F)(F)F)cc(-c3cccs3)nc2c1Br
  -19	0.2	-12	-15	-6	-5	7	-3	-25
> CCc1cc2c(=O)[nH]c(Cc3ccccc3)nc2s1
  -22	0.1	-6	-6	2	22	-9	-9	-2
> CCOC(=O)N1CCN(C(=O)C(C)N(c2ccc(Oc3ccccc3)cc2)S(C)(=O)=O)CC1 (stereo not given)
  -8	0.4	-3	-1	-2	0	-5	13	3
> [O-][N+]1=c2ccc(Nc3ccccc3)cc2=NC12CCCCC2
  -10	53	-2	-10	-2	3	-21	-16	-8
> Cc1cc(/C=N/n2cnnc2)c(C)n1-c1ccc(OCc2ccc(Cl)cc2)cc1
  -16	-0.5	-6	-3	2	2	-7	/	-5
> Cc1cccc(NC(=O)CSc2nncn2-c2ccccn2)c1
  -23	1.9	-12	-6	47	24	-5	-18	2
> CC(=O)/C(=C\Nc1ccc(OCc2ccccc2)cc1)c1ccccc1
  11	-0.5	-8	-1	1	1	-6	-4	2
> COc1ccc(OC)c(NC(=O)C2C3CCC(C3=C(C)C)C2C(=O)O)c1 (stereo not given)
  -21	0.6	-7	-15	3	3	-1	1	1
> CC(C)Oc1ccc2c3c(c(=O)oc2c1)CCC3
  -5	0.5	-2	-5	-3	2	-15	0	0
> O=C(CN1C(=O)c2cccc3cccc(c23)C1=O)N1CCCCCC1
  -19	0.4	-8	-24	-1	1	-26	-6	-2
> CCOCCOC(=O)C(C)Oc1ccc(Oc2ncc(Cl)cc2Cl)cc1 (stereo not given)
  1	1.0	-1	-8	-2	0	2	-2	-1
> COc1ccc(C(=O)NCCc2nc3cc([N+](=O)[O-])ccc3n2C)cc1
  -13	1.8	-11	-12	2	8	-19	14	-2
> COC(=O)N/N=C/c1cc(Cl)cc(Cl)c1OCc1ccc(F)cc1
  -1	0.7	18	-5	-2	4	2	3	2
> CC(=O)Nc1ccc(NC(=S)NC(=O)c2oc3ccccc3c2C)cc1
  -1	/	-16	-15	-1	-4	-8	9[fluorescence artefact?]	4
> O=C(CSc1nnc(-c2ccc3c(c2)OCCO3)o1)N1CCCC1
  -4	-0.3	0	1	0	1	3	8	-5
> CCCC(=O)Nc1sc2c(c1C#N)CCCCC2
  -4	-0.5	0	7	-1	-18	-4	2	6
> Fc1ccc(CNC(=S)Nc2ccc(OC(F)F)cc2)cc1
  0	0.0	-15	-21	-2	4	38	-32	3
> N#Cc1c(-c2ccccc2)cc(-c2ccccc2)nc1SCc1nnc(-c2ccccc2)o1
  10	0.2	-8	1	-11	0	-20	1	-42
> Cc1cnc(NC(=O)CSc2nnc(Cc3ccccc3)o2)s1
  3	-1.2	-11	-1	3	5	3	-2	0
> COc1ccc(C2CC(=O)N(CC(=O)NCC3CCCO3)c3ccccc3S2)cc1 (stereo not given)
  -22	1.1	1	-3	2	24	-2	-4	-2
> COc1cc2c3c(c1)c(N=NC(N)=S)c(O)n3C(C)(C)C=C2C
  2	-0.1	6	-8	-4	1	-44	-3	-2

Some of the entries so far, tab-delimited.
SMILES	MDM2 E3 inh	zVAD death inh	NCF1 inh	EBV gp42 block	Runt-CBFb FRET	Hck-Nef inh	TbHK1 inh	14-3-3 Bad inh	Runt-SMMHC FRET
N#Cc1c(-c2ccccc2)cc(-c2ccccc2)nc1SCc1nnc(-c2ccccc2)o1	10	0.2	-8	1	-11	0	-20	1	-42
Cc1cnc(NC(=O)CSc2nnc(Cc3ccccc3)o2)s1	3	-1.2	-11	-1	3	5	3	-2	0

New compounds follow:
Values run as follows: MDM2 E3 inh	zVAD death inh	NCF1 inh	EBV gp42 block	Runt-CBFb FRET	Hck-Nef inh	TbHK1 inh	14-3-3 Bad inh	Runt-SMMHC FRET
> CCCNC(=O)COC(=O)c1cccnc1Nc1ccccc1F
  9	0.7	-2	0	1	2	-10	-6	-1
> CNc1ccc(/C=C/C(=O)c2ccc3c(c2)OCCO3)cc1[N+](=O)[O-]
  -21	-0.1	-27	4	-2	5	-13	0	-4
> CC(C)C[C@H](NC(=O)Nc1ccc2c(c1)OCCO2)C(=O)O
  -7	0.1	-7	-5	0	9	-6	0	-2
> CSc1nc(-c2ccc(Cl)cc2)nn1S(=O)(=O)c1ccccc1
  2	1.6	-11	-2	-1	15	3	1	0
> CCc1ccc(C2C3=C(CC(C)(C)CC3=O)OC3=C2C(=O)CC(C)(C)C3)cc1
  -8	-0.5	-10	-6	-6	-4	29	-15	-6
> CCn1c(=S)[nH]c2ccccc21
  -11	-1.0	-6	-9	10	-18	2	0[fluorescence artefact?]	2
> CC(CN1CCCCC1)OC(=O)c1ccc(Cl)cc1 (stereo not given)
  -11	0.1	3	-5	0	-1	-5	70	0
> COCCNC(=O)c1ccc(NS(C)(=O)=O)cc1
  -15	0.3	-4	-2	1	9	6	1[fluorescence artefact?]	0
> CCc1nc(C)cn1S(=O)(=O)c1ccc([N+](=O)[O-])cc1
  12	1.9	1	4	0	21	3	-4	1
> Cc1ccc(N2C(=O)c3ccc(C(=O)N4CCN(c5ccccc5F)CC4)cc3C2=O)cc1
  -1	0.9	0	-8	-3	-1	-1	9	0
> CSc1cccc(NC(=O)c2ccco2)c1
  -9	0.3	-6	1	-1	1	8	-16	1
> O=C(CCC1CCCCC1)N1CCN(Cc2ccc3c(c2)OCO3)CC1
  2	0.2	-1	3	-1	1	-1	-10	-5
> O=C(NCc1ccco1)c1cc2nc(-c3ccc4c(c3)OCO4)cc(C(F)(F)F)n2n1
  -7	-0.3	-8	-7	3	1	-7	9	-4
